# Compound activity as filed in PubChem.
# ATXN viability: Viability Counterscreen for Primary qHTS for Inhibitors of ATXN expression; Potency, µM (series often up to 56.7 µM), usual class: cytotoxic; S2 cells (HEK-293 line with an ATXN2-luciferase reporter) viability, CellTiter-Fluor protease fluorescence, 24 h; 400,000 tested, 0.49% active; note: potency is the fitted concentration of half-maximal effect; nearly all actives have a fitted effect of over 40% in size
# Mm-Cpn inhibitor: Inhibitors of TCP-1 ring complex (TRiC) of Methanococcus maripaludis (MmCpn): qHTS. Chaperonin Mm-Cpn (Methanococcus maripaludis). Potency, µM (highest dose often 76.9 µM), inactives show at the top dose activity, negative = inhibition, hits mostly inhibitors. purified Mm-Cpn ATPase, ADP Transcreener TR-FRET. 330,000 tested, 0.031% active; note: potency is the fitted concentration of half-maximal effect; % is set by controls: 0 for no effect and ±100 for the full control effect; nearly all actives have a fitted effect of over 80% in size
#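 TR-FRET (320 nm excitation; 590 and 665 nm emission) reports ADP made from 10 uM ATP by 25 nM enzyme; compounds were preincubated 10 min, reaction run 30 min, both at 37°C.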
# HepG2 tox: qHTS for Inhibitors of TGF-b: Cytotox Counterscreen; HepG2 CAGA-GFP viability, ATP luminescence, 18 h; Potency, µM (titrated, usually from 46.1 µM), for inactives: at the top dose activity change, negative = cytotoxicity, most hits filed as cytotoxic; 410,000 tested, 0.76% active; AID 588856, 2011; note: potency is the fitted concentration of half-maximal effect; some results filed as inactive show a strong effect at the top dose
#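 CellTiter-Glo luminescence gave cytotoxicity after 18 hours at 37 degrees C. The cells were HepG2 CAGA-GFP in 1% FBS DMEM, stimulated with 500 pg/mL TGF-beta after compound addition. %Activity was normalised to no-cell wells (complete cell-killing) and DMSO (no toxicity), and curves were fitted and classified.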
# TGFb inhibitor: qHTS for Inhibitors of TGF-b; HepG2 CAGA-GFP TGF-b/SMAD3 reporter, GFP fluorescence, 18 h; TGF-beta stimulated, 500 pg/mL final; Potency, µM (top dose mostly 46.1 µM), inactives show at the top dose activity, negative = inhibition, usual class: inhibitors; 410,000 tested, 1.2% active; AID 588855, 2011; note: potency is the fitted concentration of half-maximal effect; % is set by controls: 0 for no effect and ±100 for the full control effect; nearly all actives have a fitted effect of over 65% in size
#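 Per well, imaged GFP fluorescence of HEPG2 CAGA-GFP cells gives the signal; cells get compound, then TGF-beta (500 pg/mL final), 18 h at 37 degrees C; %Activity versus -TGF-beta and +DMSO controls.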
# Nrf2 ARE act: qHTS of Nrf2 Activators. 410,000 tested, 0.31% active. AID 624171, 2012. AREc32 ARE-luciferase reporter (MCF7-derived line), luminescence, 24 h. Potency, µM (highest dose often 46.1 µM), for inactives: top-dose activation, actives largely listed as activators; note: potency is the fitted concentration of half-maximal effect; % of control where 0% means no effect; nearly all actives have a fitted effect of over 65% in size
#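 Quantitative high-throughput format: AREc32 reporter cells, 1000 per well, received compound by pin transfer and were incubated 24 hr at 37 deg C, 5% CO2, before Steady-Glo luminescence detection.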
# Akt phos inh: HTS Assay for Inhibitors of Akt Phophorylation: Primary Screen. 360,000 tested, 0.32% active. AID 651550, 2012. Neuro2A IGF-stimulated pAkt S473 HTRF, 20 min; stronger effect = lower value. activity change, % for hits at 50 µM; in the data active = activity change below about -80%; inconclusive = mostly about -51% to -80%; note: % is set by controls: 0 for no effect and ±100 for the full control effect
#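 Neuro2A cells (4,500/well, DMEM with 0.5% FBS) were treated with compound at a single 50 µM final concentration, stimulated with 6 nM IGF for 20 min at 37 °C, and lysed. Phospho-Akt Ser473 was read by HTRF as 665/615 ratio ×10^4.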
# CCT modulator: High-Throughput Screening for Modulators of Cytosolic Chaperonin Activity; activity change, % (concentration not given with the values), hits read low; 360,000 tested, 0.3% active; purified chaperonin ATPase assay, HTRF ADP detection, 30 min; in the data active = activity change below about -30%; note: % is set by controls: 0 for no effect and ±100 for the full control effect
#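 First, chaperonin was dispensed at 40 nM or 20 nM final depending on batch activity. Next, compounds were pinned at 76 uM and ATP added at 10 uM. After 30 min at 37 °C, ADP detection reagents ran 30 min at ambient temperature.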
# Nrf2 block: Nrf2 qHTS screen for inhibitors; A549 ARE-Fluc reporter, luciferase luminescence, 18-24 h; Potency, µM (titrated, usually from 46 µM), for the others: top-dose activity change, negative = inhibition, most hits filed as inhibitors; 360,000 tested, 2.1% active; AID 504444, 2011; note: potency is the fitted concentration of half-maximal effect; % is set by controls: 0 for no effect and ±100 for the full control effect; nearly all actives have a fitted effect of over 60% in size
#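 In this cell-based qHTS, ARE-driven firefly luciferase in A549 cells reports Nrf2 activity; the luminescent signal after BugLite lysis is the measured value, with a prior CellTiter-Fluor read for cell health.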
# A549 tox: Nrf2 qHTS screen for inhibitors: counterscreen for cytotoxicity; A549 ARE-Fluc cells, CellTiter-Fluor viability, 18-24 h; Potency, µM (doses to about 46 µM), without a hit: at the top dose activity change, negative = cytotoxicity, actives largely listed as inhibitors; 390,000 tested, 0.16% active; AID 504648, 2011; note: potency is the fitted concentration of half-maximal effect; % is set by controls: 0 for no effect and ±100 for the full control effect
#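 A549 ARE_Fluc cells in 5% FBS OPTI-MEM were exposed to compounds in concentration-response for 18-24 h at 37 deg C. Viability was read by CellTiter-Fluor fluorescence (Ex 405/Em 525) after 30 min, before the luciferase read.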
# * = called active by the depositor; i = inactive; u = inconclusive; x = not tested or not shown; [ ] = dose if it differs, or a comment. Unless noted, calls come from the whole dose curve; as a rule, active = well fitted curve in the direction sought with a large enough effect; inconclusive = small, poorly fitted or top-dose-only effect, or another doubt; inactive = no such curve, though single readings can be large; an effect the other way counts as inactive or inconclusive.
1. C#CCOCCOCCOCCNc1nc(N2CCOCC2)nc(N2CCN(C(=O)CCCCCCCCCCNC(=O)[C@@H]([C@H](C)O)n3cc(C)nn3)CC2)n1
2. Cc1ccc(C(C)C)c(OCC(O)CN2CCOCC2)c1 (configuration not stated)
3. COc1ccccc1-n1nnnc1SCC(=O)Nc1ccc(C)c(N)c1
4. COc1ccc(C2C(=O)N(C3CCCCC3)CC(=O)N2Cc2ccco2)cc1 (configuration not stated)
5. Cc1nn2c(N3CCN(C)CC3)cc(C(C)(C)C)nc2c1-c1ccccc1
6. CCOC(=O)C1(CC2CC2)CCN(S(=O)(=O)/C=C/c2ccccc2)CC1
7. Cc1ccc(CNC(=O)CS(=O)(=O)Cc2nc(-c3ccccc3F)oc2C)cc1
8. O=C(NNC(=O)c1ccc([N+](=O)[O-])cc1)c1ccc(Br)cc1

Screen / compound no. | 1 | 2 | 3 | 4 | 5 | 6 | 7 | 8
Nrf2 ARE act | 5.9% | 0.0% | -0.4% | 0.3% | 0.5% | 1.6% | 0.1% | -1.1%
Nrf2 block | u | 13% | -1% | -14% | 34% | u | -24% | -19%
TGFb inhibitor | -8% | 68%[activator] | -4% | u | u | u | -1% | 8%
HepG2 tox | -13% | 107% | -2% | 3% | -157% | 0% | 7% | -2%
A549 tox | -1% | -3% | 1% | -2% | -6% | 1% | 0% | 3%
Akt phos inh | i | i | i | i | i | i | i | i
CCT modulator | -1.9 | -1.3 | 1.8 | -1.0 | -0.1 | 0.3 | 1.5 | -1.5
Mm-Cpn inhibitor | -1% | -5% | 5% | 1% | 1% | -3% | -3% | 0%
ATXN viability | i | i | i | i | u | i | x | i

9. CCc1nnc(NC(=O)COc2ccc3c(c2)OCO3)s1
10. C[C@@H]1CN([C@H](C)CO)C(=O)CCCn2cc(nn2)CO[C@H]1CN(C)C(=O)C1CCCCC1
11. O=C(Nc1ccc(F)cc1)C1C2CCC3C(CCC21)C3(Cl)Cl (configuration not stated)
12. CC(=O)N1N=C(c2ccc(Cl)cc2)CC1c1ccco1 (configuration not stated)
13. Cc1ccc(-c2nc3cnccn3c2Nc2ccc3c(c2)OCO3)o1
14. CC[C@@H](C)[C@H](NC(=O)Cc1c(C)c2cc3c(C)coc3c(C)c2oc1=O)C(=O)O
15. CC(CNC(=O)CCc1cn(Cc2ccccc2Cl)c2ccccc12)c1ccccc1 (configuration not stated)
16. C=CCNC(=O)NS(=O)(=O)c1ccc(C)cc1

Screen / compound no. | 9 | 10 | 11 | 12 | 13 | 14 | 15 | 16
Nrf2 ARE act | -0.6% | 0.3% | 0.4% | 4.9% | 2.8% | 0.2% | 0.8% | -0.6%
Nrf2 block | 17% | x | u | 16% | -14% | 0% | u | -7%
TGFb inhibitor | 12% | 0% | 27% | -11% | -13% | 4% | u | 24%
HepG2 tox | -5% | 1% | 11% | -6% | -10% | -10% | -24% | -18%
A549 tox | 2% | x | -7% | 2% | 0% | 12% | -16% | 3%
Akt phos inh | i | i | i | i | i | i | x | i
CCT modulator | -2.0 | 1.1 | 0.1 | 2.1 | 0.9 | 1.6 | x | -0.6
Mm-Cpn inhibitor | 1% | x | 1% | 0% | -7% | -2% | x | 1%
ATXN viability | i | i | i | i | i | i | x | i

17. O=c1c2ccccc2nc2n1CC/C2=C/N1CCN(c2cccc(C(F)(F)F)c2)CC1
18. Cc1cc2oc(=O)cc(Cn3ncc(Cl)c(Cl)c3=O)c2cc1Cl
19. Cc1cc(C)n(C(=O)c2ccc(C)c(S(=O)(=O)N3CCCCC3)c2)n1
20. Cc1oc(-c2ccc(Cl)cc2)nc1Cn1c(=O)cc(C)c2c(C)nn(-c3cccc(F)c3)c21
21. CCc1ccccc1NC(=O)COc1ccc2c(c1)OCO2
22. CCc1ccc(C(C)NC(=O)c2ccc3c(c2)OCO3)cc1 (configuration not stated)
23. COc1ccc2nc(N/C(N)=N/C(=S)Nc3ccccc3)nc(C)c2c1
24. CCCCn1c(SCc2ccccc2C#N)nc2c(sc3ccccc32)c1=O

Screen / compound no. | 17 | 18 | 19 | 20 | 21 | 22 | 23 | 24
Nrf2 ARE act | 3.1% | 4µM* | -0.4% | -0.4% | 0.1% | -0.4% | 7.3% | 0.0%
Nrf2 block | 2% | u | -4% | u | 1% | -11% | -28% | x
TGFb inhibitor | 25% | u | 16% | 9% | 0% | -13% | -26% | -17%
HepG2 tox | -14% | -30% | -14% | -1% | 0% | -8% | -11% | -34%
A549 tox | 11% | u | 1% | -1% | 3% | -1% | -24% | 8%
Akt phos inh | i | i | i | x | i | i | i | x
CCT modulator | 1.5 | -48* | -1.8 | x | -13 | 0.3 | 2.0 | x
Mm-Cpn inhibitor | -3% | -2% | 0% | x | -2% | 0% | -4% | x
ATXN viability | i | x | i | i | i | i | i | i

25. O=C(Nn1c(C2CCCCC2)nc2ccccc2c1=O)c1ccc(Cl)c([N+](=O)[O-])c1
26. CC(C)(C)OC(=O)N1CCC(NC(=O)c2nc[nH]c2C(=O)N2CCN(c3ccccc3)CC2)CC1
27. Cc1ccc(C)n1NC(=O)c1ccc(O)cc1
28. O=C(CSc1nc2ccccc2s1)NCC1CCCO1 (configuration not stated)
29. O=C(CSc1ccccc1)Nc1ccc(N2CCN(c3ccccc3)CC2)c(F)c1
30. CCOC(=O)N1CCN(C(=O)CSCC(=O)Nc2nc(-c3ccccc3)cs2)CC1
31. CC1CCc2c(sc3nnn(Cc4ccc(F)cc4)c(=O)c23)C1 (configuration not stated)
32. CN(C)c1ccc(C(=O)OCC(=O)c2cccs2)cc1

Screen / compound no. | 25 | 26 | 27 | 28 | 29 | 30 | 31 | 32
Nrf2 ARE act | u | -0.1% | -0.1% | 1.9% | 0.3% | 3.8% | -0.4% | 1.8%
Nrf2 block | 7% | -6% | 11% | 5% | 16% | 15% | u | u
TGFb inhibitor | u | -12% | 3% | 11% | -2% | 0% | -1% | 3%
HepG2 tox | -24% | -6% | -45% | -3% | 14% | -19% | -20% | -4%
A549 tox | -1% | 11% | 3% | 7% | -4% | -11% | -3% | 0%
Akt phos inh | i | i | i | i | i | i | x | i
CCT modulator | -4.1 | -2.3 | -4.8 | -2.0 | -2.4 | 0.2 | x | 2.9
Mm-Cpn inhibitor | 1% | 0% | 1% | 2% | -1% | -3% | x | -3%
ATXN viability | i | i | i | i | i | i | i | i

33. Cc1nn(C(C)C(=O)NCc2ccccc2)c(C)c1[N+](=O)[O-] (configuration not stated)
34. CCCOC1CCCN(C(=O)CCCn2nnnc2CN2CCOCC2)C1 (configuration not stated)
35. CSCC[C@H](N)C(=O)NC[C@H]1O[C@@H](n2cnc3c(N)ncnc32)[C@H](O)[C@@H]1O
36. Cc1cccc(C)c1NC(=O)CNC(=O)Cc1ccccc1[N+](=O)[O-]
37. N#Cc1ccccc1Cn1c(=O)n(-c2ccc(CC(=O)NCc3ccco3)cc2)c(=O)c2sccc21
38. CCOC(=O)C1CCN(C(=O)c2sccc2Cl)CC1
39. CSCC[C@H](NC(=O)CCn1nnc2ccccc2c1=O)C(=O)O
40. Cc1nn(CC(=O)NC2CC2)c(C)c1S(=O)(=O)N(C)C

Screen / compound no. | 33 | 34 | 35 | 36 | 37 | 38 | 39 | 40
Nrf2 ARE act | -0.9% | -0.5% | -0.8% | -0.3% | 3.0% | 0.0% | -0.4% | -0.5%
Nrf2 block | 2% | 11% | -8% | 0% | -7% | 3% | 4% | x
TGFb inhibitor | 1% | 0% | 7% | 17% | -2% | -5% | -14% | -2%
HepG2 tox | -2% | -4% | 42% | -32% | 2% | -24% | 3% | -31%
A549 tox | 2% | 1% | -4% | -13% | 3% | -4% | -4% | x
Akt phos inh | i | i | i | i | i | i | i | i
CCT modulator | 1.1 | 2.4 | -1.1 | 1.5 | -3.9 | -0.5 | -0.7 | -2.9
Mm-Cpn inhibitor | 1% | 1% | -1% | 0% | -2% | 0% | 1% | x
ATXN viability | i | i | i | i | i | i | u | i

41. CC(=O)c1cnc2cc(-c3ccc(Cl)cc3)nn2c1C
42. CCOC(=O)c1ccc(CSc2ncn[nH]2)o1
43. Cc1cc(C)n2nc(SC(C)C(=O)NC3CCCCC3C)nc2n1 (configuration not stated)
44. CC(C)N(C(=O)c1ccccc1-c1ccccc1)C(C)C
45. CCC(=O)N1CCc2cc(S(=O)(=O)NC(C(=O)NCCc3ccc(OC)c(OC)c3)C(C)C)ccc21 (configuration not stated)
46. CCN(CC(=O)NCc1ccc(Cl)cc1)S(=O)(=O)c1ccc(NC(C)=O)cc1
47. Cc1ccccc1N1CCN(C(=O)C2CCCCC2)CC1

Screen / compound no. | 41 | 42 | 43 | 44 | 45 | 46 | 47
Nrf2 ARE act | 5.5% | -0.6% | 0.2% | -0.7% | 3.3% | 0.6% | 0.2%
Nrf2 block | x | -7% | -2% | -6% | -28% | 0% | x
TGFb inhibitor | 6% | 1% | u | -11% | -1% | -12% | 14%
HepG2 tox | -27% | 2% | -20% | -38% | -18% | -1% | 0%
A549 tox | 18% | 5% | 4% | -7% | -3% | -3% | 13%
Akt phos inh | i | i | i | i | x | i | i
CCT modulator | -2.9 | 0.8 | -8.2 | 1.2 | x | 1.2 | -4.6
Mm-Cpn inhibitor | -1% | 1% | -9% | -1% | x | -4% | 2%
ATXN viability | i | i | i | i | i | i | i
